PDI inh = PDI (human) enzyme inhibition. P07237. PDI insulin aggregation turbidity, A650, 90 min. inhibition, % at 10 µM. 350,000 compounds, 0.052% hits;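 active = mean inhibition across replicates of 30% or more, whatever share of single replicates reach that level; inconclusive = mean inhibition below 30% while every single replicate reaches 30%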;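 note: absorbance from insulin aggregation driven by PDI reduction with DTT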
Target sequence (P07237 whole entry, looked up): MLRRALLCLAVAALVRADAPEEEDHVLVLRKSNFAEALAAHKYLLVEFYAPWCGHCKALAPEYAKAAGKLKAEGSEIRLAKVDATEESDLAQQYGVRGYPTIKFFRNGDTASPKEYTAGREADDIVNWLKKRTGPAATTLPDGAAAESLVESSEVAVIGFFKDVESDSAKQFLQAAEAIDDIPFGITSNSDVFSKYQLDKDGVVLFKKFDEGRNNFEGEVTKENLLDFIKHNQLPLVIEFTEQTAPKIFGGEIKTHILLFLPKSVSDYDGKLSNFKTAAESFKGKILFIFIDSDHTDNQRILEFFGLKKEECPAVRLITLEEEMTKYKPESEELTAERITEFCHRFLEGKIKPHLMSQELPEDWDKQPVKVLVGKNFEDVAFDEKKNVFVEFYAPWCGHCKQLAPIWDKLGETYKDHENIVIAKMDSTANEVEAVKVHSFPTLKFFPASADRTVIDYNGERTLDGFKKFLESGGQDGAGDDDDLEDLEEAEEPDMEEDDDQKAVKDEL
NR2E3 ag-1 = activates human photoreceptor nuclear receptor NR2E3; GST-NR2E3/biotin-RetCOR TR-FRET, 1536-well; inhibition of corepressor binding, % at 4.78 µM; 320,000 compounds, 0.12% hits; AID 2300;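 active = percent inhibition above the cutoff of mean plus 3 SD of all tested compounds, set per screening campaign, cut at about 20% in these data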;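 note: 0% = DMSO wells and 100% = biotin wells as full block of FRET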
Target sequence (Q9Y5X4 whole entry, looked up): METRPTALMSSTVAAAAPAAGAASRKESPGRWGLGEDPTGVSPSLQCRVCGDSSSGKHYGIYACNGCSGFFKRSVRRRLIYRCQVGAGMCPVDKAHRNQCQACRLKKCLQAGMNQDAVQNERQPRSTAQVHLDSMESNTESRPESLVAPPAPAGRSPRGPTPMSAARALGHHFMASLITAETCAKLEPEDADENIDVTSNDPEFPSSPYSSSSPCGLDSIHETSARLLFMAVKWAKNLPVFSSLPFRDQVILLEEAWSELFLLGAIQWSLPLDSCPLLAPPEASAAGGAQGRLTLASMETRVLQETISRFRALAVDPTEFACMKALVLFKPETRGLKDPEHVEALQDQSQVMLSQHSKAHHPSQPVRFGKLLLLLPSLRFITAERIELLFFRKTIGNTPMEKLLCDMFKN
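Assay system: NR2E3–RetCOR corepressor complex. Quantity: 1.35 nM GST-NR2E3. Buffer or medium: pH 7.5 Tris-based buffer. Reagent: biotinylated RetCOR corepressor at 7 nM final. Schedule: 5 h at 4 °C. Detection: TR-FRET, emission read at 617 and 671 nm. Replicates: one well per compound, singlicate testing.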
Cardio protect = protects H9c2 cardiomyocytes from peroxide injury; H2O2 injury protection, ATPLite, 2 h; protection from H2O2 cell death, % at 20 µM; 360,000 compounds, 0.63% hits;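 active = compounds giving at least 50% protection of heart cells from peroxide-induced death in the single-dose screen, raw or plate-pattern-corrected value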;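 note: 0% = DMSO wells with peroxide and 100% = DMSO wells without peroxide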
TRPM1 prom inh = inhibitors of MITF-driven TRPM1 promoter in melanoma cells. inhibition, % at 12.5 µM. SK-MEL-5 TRPM1 promoter luciferase, 24 h. 330,000 compounds, 0.83% hits;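 active = mean inhibition across replicates of 60% or more, whatever share of single replicates reaches that level; inconclusive = some that reach 60%, reason not given; inactive = mean inhibition across replicates below 60%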; note: values of inactives mirror those of a sister screen read the other way
m5-HT2A agonist = mouse HTR2A agonism via beta-arrestin recruitment; P35363; CHO-K1 mHTR2A beta-arrestin complementation, luminescence; percent of 30 µM serotonin response; activation, % at 7.6 µM; 360,000 compounds, 0.66% hits; AID 624169;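 active = activation above a run cutoff, the mean activation of all tested compounds plus 3 SD, cut at about 14% in these data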;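 note: 0% = plate median of compound wells and 100% = 30 µM serotonin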
CaV13 FRET inh = Primary screen for inhibitors of IQ motif and Ca2+-dependent inactivation inhibitor domain binding in CACNA1D, Förster resonance energy transfer in living cells, …. AID 743397. HEK cells, CFP/YFP FRET ICDI-IQ, plate reader, 10 min; percent FRET-ratio fall versus neutral wells. inhibition, % at 12.3 µM. 340,000 compounds, 0.098% hits;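 active = mean replicate inhibition of at least 30% and at least 1% of replicates passing that level; inconclusive = only one of the two criteria is met; inactive = neither criterion is met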;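 note: 0% = median of the neutral control wells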
NR2E3 ag-2 = agonists of human NR2E3 nuclear receptor; Q9Y5X4; CHO-S Gal4-NCOR/VP16-NR2E3 two-hybrid, luciferase; inhibition of corepressor binding, % at 3.98 µM; 360,000 compounds, 0.35% hits; AID 602229;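 active = inhibition above the mean of all tested compounds plus 3 SD, cut at about 70% in these data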;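 note: 0% = DMSO with NR2E3 transfected cells and 100% = cells lacking NR2E3 construct; higher means lower luciferase signal from less NR2E3 corepressor binding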
Peg3 promoter = Peg3 promoter activity inhibition | inhibition, % at 20 µM | 360,000 compounds, 1.7% hits | HeLa PEG-Prom luciferase reporter, luminescence, overnight;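 active = inhibition of at least 50% at 20 µM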
iPSC survival up = increases survival of single human iPS cells | 360,000 compounds, 0.044% hits | survival enhancement, % at 20 µM | AID 602274 | hiPSC single-cell survival, ATPlite luminescence; 100% = ROCK inhibitor wells, 0% = DMSO; in the data active = survival enhancement above about 18%;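 note: cells exposed to compounds for 16 hours before the ATP read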
HIF-2a inh = inhibitors of HIF-2a | 360,000 compounds, 0.72% hits | inhibition, % at 18.8 µM | 786-0 RCC cells HIF-2a reporter, luciferase luminescence, overnight | AID 624352;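 active = inhibition of the luminescence signal of 40% or more relative to plate controls, in a single-dose primary screen at 18.75 µM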
Shn3 3UTR inh = reduces Shn3 3'UTR luciferase signal in osteoblasts. 360,000 compounds, 0.52% hits. AID 588674. Clone20 osteoblast Shn3 3'UTR firefly luciferase, 24 h. inhibition, % at 12.5 µM;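 active = mean inhibition of at least 75% with every replicate also reaching 75%; inconclusive = mean inhibition at least 75% but some replicate below; inactive = mean inhibition below 75%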;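 note: 0% = median of neutral control wells and 100% = pilot-screen positive control compound; some compounds past the cut are filed as inactive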
* marks the source's active call; other numbers are inactive results; u = inconclusive; x = no result given.

Results follow in this order: Shn3 3UTR inh, iPSC survival up, NR2E3 ag-1, Cardio protect, CaV13 FRET inh, HIF-2a inh, NR2E3 ag-2, Peg3 promoter, TRPM1 prom inh, m5-HT2A agonist, PDI inh
- O=C(CSc1cn(Cc2ccccc2)c2ccccc12)N1CCOCC1
→ -20, 0.4, 2, -6, -7, -227, -112, -197, -57, -4, x
- COC(=O)c1c(NC(NC(=O)c2ccccc2)(C(F)(F)F)C(F)(F)F)sc2c1CCN(C)C2
→ 7, -0.2, -4, 21, -2, -4, 0, 1, 10, -2, -3
- CC(=O)Nc1coc2ccc(Br)cc12
→ 9, -1.8, 2, -10, 0, 10, 7, 1, 15, -2, 0
- COc1ccccc1-c1noc(CCC(=O)Nc2cccc(C)c2)n1
→ 1, 1.7, 1, 0, -5, -5, -5, -2, -16, -2, 16
- OC1CCCN(Cc2nc(Cc3ccccc3Cl)no2)C1 (centres undefined)
→ -2, -1.9, 0, -3, -2, -4, 35, -21, -1, -2, -31
- CN(C)c1nc(Nc2ccccc2)nc(N(C)C)n1
→ 0, -2.6, 1, 0, -4, -14, -2, 1, 8, -4, -3
- CCOc1ccc(C(=O)Nc2ccc(N3CCN(C(=O)c4ccco4)CC3)cc2)cc1Br
→ 14, 6.6, x, -9, -2, -8, -1, -13, x, 11, -3
- CC(=O)c1ccc(NC(=O)C(C)OC(=O)COc2ccc(C#N)cc2)cc1 (centres undefined)
→ 15, -0.2, 3, 8, -2, 4, -18, -9, 10, 0, -2
- CC(=O)C(Sc1nn(C)c(=S)s1)C(=O)Nc1ccccc1 (centres undefined)
→ -49, -2.1, 2, 0, -4, -181, -136, -123, -18, 6, 6
- CN1CCN(c2ccc(Cl)cc2NC(=O)/C=C/c2ccc(F)cc2)CC1
→ -6, -0.4, 2, 1, -3, 3, -5, 22, -13, -11, 3
- CC1=C(C(=O)N(C)C)CC(CC(=O)NC2CC2)C(=O)N1Cc1ccc(C(C)(C)C)cc1 (centres undefined)
→ 0, 5.8, x, -5, -4, 2, 2, -12, x, 6, -20
- COc1ccc(OC)c(-c2csc(NC(=O)c3ccccc3F)n2)c1
→ -9, -0.5, 0, 4, -5, -19, -22, -27, 0, 2, -3
- O=C(O)CN1CCN(Cc2ccc(F)cc2Cl)C1=O
→ -11, 0.5, 2, 1, -8, -3, -12, 16, -2, 14, 1
- COc1ccc(-n2c(Cc3cccn3C)nnc2SCC(=O)Nc2ccccc2F)cc1
→ -20, 0.0, 0, 10, -10, -1, -18, -4, 9, 0, x
- C#CCOCCOCCOCCNc1nc(N2CCOCC2)nc(N2CCN(C(=O)[C@H](Cc3cc4ccccc4[nH]3)n3cc([C@@H](N)Cc4ccc(O)cc4)nn3)CC2)n1
→ -2, -3.0, 1, -2, -11, 7, 1, -1, 9, 0, 4
- Cc1ccc(C(=O)Nc2ccc(N3CCN(S(C)(=O)=O)CC3)cc2)cc1C
→ -5, -0.7, 0, 3, 4, -39, -31, -27, -12, 0, -5
- COc1ccccc1S(=O)(=O)Nc1cc(S(=O)(=O)N2CCCCC2)ccc1N1CCOCC1
→ 10, -0.8, 2, -2, -3, 5, -10, 4, 14, -2, -6
- Cc1cc(NC(=O)c2ccco2)ncc1NC(=O)CCc1ccccc1
→ -18, -1.6, 1, 0, 0, -81, -35, -52, -30, -3, -2
- O=C(NCc1ccccc1Cl)c1ccccc1Oc1ccccc1
→ 2, 0.7, -2, -6, -2, 12, 8, 15, 2, -5, 2
- CSc1cccc(NC(=O)COc2ccccc2)c1
→ -10, -1.6, -1, 12, -5, -141, 21, -132, -32, -5, -8

Look-ups from the entries so far:
CN(C)c1nc(Nc2ccccc2)nc(N(C)C)n1 @ iPSC survival up = -2.6
CC1=C(C(=O)N(C)C)CC(CC(=O)NC2CC2)C(=O)N1Cc1ccc(C(C)(C)C)cc1 (centres undefined) @ iPSC survival up = 5.8

Next results.
Results follow in this order: Shn3 3UTR inh, iPSC survival up, NR2E3 ag-1, Cardio protect, CaV13 FRET inh, HIF-2a inh, NR2E3 ag-2, Peg3 promoter, TRPM1 prom inh, m5-HT2A agonist, PDI inh
- Cc1cc(C)n2c(SCC(=O)NCc3ccc4c(c3)OCO4)nnc2n1
→ -20, 0.8, -2, 25, 1, 13, -12, 5, -2, 0, -2
- CCn1c(SCc2nc3scc(-c4ccccc4)c3c(=O)[nH]2)nnc1-c1ccc(Cl)cc1
→ -2, -0.2, 3, -1, -5, 17, 9, 14, 8, 4, 7
- O=C(NCCCN1CCOCC1)c1onc(CSc2ccccn2)c1C(=O)NCCCN1CCOCC1
→ 4, -2.1, 1, 1, -6, 3, 8, 3, 3, 0, 2
- COc1ccc(-c2csc(NC(=O)C3=COCCO3)n2)c(OC)c1
→ -58, -0.4, -1, 1, x, -284, -105, -369, -69, 2, 1
- COc1cccc(/C=N/NC(=O)c2c(C)nc3ccc(Br)cn23)c1O
→ u, -1.3, -1, 58*, x, -20, -10, 49, 67*, -9, 0
- Cc1noc(C)c1S(=O)(=O)Nc1cccc(C(F)(F)F)c1
→ 22, -0.6, 4, 0, -6, 8, -23, 42, 24, -1, -21
- COc1ccccc1[C@@H]1C(c2cccc(Cl)c2)=NN(c2ccccc2)[C@H]1C(=O)N1CCOC1=O
→ -19, 1.5, -1, -4, x, 2, -31, 21, -4, 2, 3
- Cc1onc(-c2ccccc2Cl)c1C(=O)NCCn1c(C)cc2ccccc21
→ -4, 6.3, -3, 13, x, 22, -4, 21, x, 2, x
- O=C(CNc1ccc(Br)cc1)c1ccc(Br)s1
→ -56, -0.1, 10, 0, -2, -129, -24, -136, -81, 1, -10
- O=C1C=C(c2ccc3c(c2)oc2ccccc23)C[C@@H](c2ccc(Cl)cc2)C1
→ 20, 1.3, 2, -8, -3, 13, -15, 21, -7, 2, 8
- COCCN(C(=O)COC(=O)CCc1ccccc1)c1c(N)n(Cc2ccccc2)c(=O)[nH]c1=O
→ -10, 0.3, x, 2, -4, 14, 9, 22, 0, 13, -13
- O=C1CC(c2ccc(F)cc2)CC2=C1C=Nc1ccccc1N2 (centres undefined)
→ 24, -0.5, 4, -5, -7, 26, 3, 26, -2, -2, -6
- CCc1nc2ccccc2n1CC(=O)N(C(C)CC)C1CCS(=O)(=O)C1 (centres undefined)
→ 8, -1.5, 0, 2, x, 16, -9, -3, -3, 4, -1
- CCOC(=O)N1CCN(C(=O)COC(=O)CN(C)S(=O)(=O)c2ccc(NC(C)=O)cc2)CC1
→ -19, 0.7, 0, 1, -5, 11, -13, 11, -4, 1, -5
- CC1(C)CC2CC(C)(CN2C(=O)C23CCC(C)(C(=O)O2)C3(C)C)C1 (centres undefined)
→ 25, 0.8, 4, 1, -5, 3, 1, -3, -7, -1, -8
- COc1ccc2c(Cl)c(C(=O)N/N=C/c3ccc4c(c3)OCO4)sc2c1
→ 6, -2.6, -6, -5, -1, 1, -4, 51*, 7, 5, -8
- CN(C)C(CNC(=O)c1cccc(S(=O)(=O)Nc2ccc(SC(F)F)cc2)c1)c1ccccc1 (centres undefined)
→ 70, -0.3, x, -1, -3, -45, -8, -41, -23, -13, 2
- COCCN(Cc1cc2ccc(C)cc2n2nnnc12)Cc1nnnn1C(C)(C)C
→ -5, 0.1, 3, -4, 0, -1, -20, 7, -5, -3, -6
- COc1ccc(NC(=O)CNC(=O)c2c(C)nn(C)c2Cl)cc1
→ -5, -0.4, 0, -4, -2, 5, 22, 3, 6, 2, 4
- Cc1noc(C)c1CSCC(=O)Nc1cc(S(=O)(=O)N2CCOCC2)ccc1OCC(F)(F)F
→ -35, 0.1, 1, -5, -4, 17, 2, 12, 3, -4, 4
- Cc1ccccc1C(=O)Nc1cccc(-c2cn3ccccc3n2)c1
→ -3, -0.9, 2, 4, -4, -130, -55, -78, -34, 16*, 8
- O=C1NN=C(c2ccc(Cl)cc2)CC1c1cccc(Br)c1 (centres undefined)
→ 0, 0.1, 3, -13, -5, 1, -9, 13, 6, 0, 3
- Cc1ccccc1OCCC(=O)OCC(=O)NC(C)c1ccccc1 (centres undefined)
→ -8, 0.5, 4, 1, -15, 7, 17, -1, -4, -2, -7
- COC(=O)CSc1ncnc2c1sc1nc3c(cc12)COC(C)(C)C3
→ -14, -1.4, 3, -8, -6, 26, -51, 29, 23, 0, 8
- COc1ccc(C(=O)NCc2ccccc2CN2CCCC2)cc1S(=O)(=O)Nc1ccc(C)cc1
→ -4, -0.5, 0, -1, -2, 5, -5, 17, -19, -3, 2
- c1ccc2c(NCC3CCCO3)nc(-c3ccncc3)nc2c1 (centres undefined)
→ 2, 0.3, 0, 6, -5, 10, -8, 7, 3, 1, -2
- CCO[C@@H]1OC(C(=O)N2CCN(Cc3ccc4c(c3)OCO4)CC2)=C[C@H](c2cn(C(C)=O)c3ccccc23)[C@H]1CCCO
→ 5, -0.5, 1, 30, x, 16, -22, 49, 6, -4, -2
- Cc1noc(C)c1CSc1nc2ccccc2nc1NS(=O)(=O)c1ccc(Cl)cc1
→ 30, 5.0, 9, -22, x, -13, 9, 50, 9, 3, 3
- CCOC(=O)c1c(-c2ccc(-c3ccccc3)cc2)csc1NC(=O)c1cccc(N2C(=O)CCC2=O)c1
→ 9, 0.8, -2, -2, -18, -33, -15, 4, 0, -1, 2
- CCN(CC(=O)NCc1cccs1)C(=O)c1ccc(-c2ccc(F)cc2)o1
→ -29, -0.5, x, -9, -5, -5, -10, -1, 3, 1, -1
- NC(=O)N1CCCC1C(=O)Nc1ccc(Cl)c(Cl)c1 (centres undefined)
→ 5, -1.7, 5, -1, -4, 0, -20, 8, 2, 6, 10
- CCSc1nnc(NC(=O)C(C(F)(F)F)C(F)(F)F)s1
→ -8, 2.0, 0, 2, -5, 11, 1, -7, 6, 4, -3

Screening data deposited in PubChem BioAssay by several laboratories.
